GPR55 LPI antagonism: GPR55 antagonists blocking LPI-driven arrestin recruitment, primary screen, imaging, U2OS, beta-arrestin-GFP, LPI agonist (AID 2013). 290,000 tested, 0.13% active. one-dose inhibition, % at 10 µM; IC50 in µM for titrated hits. U2OS GPR55 beta-arrestin-GFP translocation imaging, LPI antagonism; higher % means a stronger effect;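 active means spots per cell inhibited over 60%, with over 100 cells counted and total cytoplasm intensity under 500,000; inconclusive means wells with under 100 cells, flagged as likely toxic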;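 further: U2OS cells stably carrying GPR55 and arrestin-GFP stimulated by 5 µM LPI near EC80; imaged beta-arrestin-GFP aggregate spots per cell after agonist stimulation; plate controls were LPI-stimulated DMSO wells for no effect and DMSO wells without LPI for full effect; some results filed as inactive read as strong as hits; confirmed hits need IC50 under 10 µM and bright autofluorescent wells are also inconclusive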
SV40 large T antigen: TAg ATPase/helicase activity blockers – biochemical (AID 1903); 310,000 tested, 0.39% active; inhibition, % at 20 µM; hits with a dose series show IC50 in µM; SV40 large T antigen ATPase/helicase inhibition assay; higher % means a stronger effect; in the data active means a potency from the dose series; inconclusive means inhibition mostly from about 32% at the one dose, without a potency; inactive means the rest, 99 in 100 with inhibition below about 32%; further: strong numbers were not always called active
GPR35 arrestin U2OS: inhibition of zaprinast-stimulated GPR35 beta-arrestin translocation – imaging, U2OS, beta-arrestin-GFP, zaprinast agonist, primary screen (AID 2058). U2OS GPR35 beta-arrestin-GFP translocation imaging, zaprinast antagonism; higher % means a stronger effect. one-dose inhibition, % at 10 µM; IC50 in µM for titrated hits. 290,000 tested, 0.052% active;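 active means inhibition of at least 50% with at least 30 cells and total cytoplasm GFP at most 10,000,000; inconclusive means under 30 cells or total GFP of 10,000,000 plus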
PhoP inhibition: PhoP-dependent GFP reporter repression – Salmonella Typhimurium, primary screen (AID 1863); S. Typhimurium PhoP-regulated promoter GFP reporter, 4 h; higher % means a stronger effect; inhibition, % at 50 µM; hits with a dose series show IC50 in µM; 300,000 tested, 0.16% active;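 active means inhibition over 29.93%, a cutoff 3 SD above the screen mean, later confirmed by dose response; inconclusive means inhibition over 29.93% but no dose response follow-up; inactive means inhibition at most 29.93% or unconfirmed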;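 further: 0% = low Mg2+ inducing control and 100% = high Mg2+ repressing control; strong numbers were not always called active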
HIV fusion peptide: inhibitors of HIV fusion peptide binding, primary screen, biochemical, uHTS, fluorescence dequenching (AID 1986); inhibition, % at 20 µM; hits with a dose series show IC50 in µM; cell-free peptide binding, fluorescence dequenching, 30 min; higher % means a stronger effect; 290,000 tested, 0.3% active; in the data active means inhibition mostly above about 52%, no sharp cut-off; inactive means mostly below about 76%; further: some results filed as inactive read as strong as hits
UTI89 phage lysis: inhibition of K1F phage lysis, E. coli UTI89, bacterial capsule biogenesis inhibitors, alamar blue (AID 488966). 340,000 tested, 0.02% active. E. coli UTI89 K1F phage lysis, alamar blue, 2 h; higher % means a stronger effect. one-dose inhibition, % at 100 µM; IC50 in µM for titrated hits;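 active means phage lysis inhibition, versus mean bacterial control, above a set limit; inconclusive means no clear call, values can overlap the other calls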;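 further: capsule biogenesis inhibitors block K1F phage lysis so surviving cells raise fluorescence; higher fluorescence means more inhibition of phage lysis; actives were called in the ten point dose series up to 300 µM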
Rac1 GTP hydrolysis: MgcRacGAP GTPase-activating activity inhibitors, confirmation, biochemical, ADP Hunter fluorescence | MgcRacGAP-stimulated Rac1 GTP hydrolysis, ADP Hunter fluorescence; higher % means a stronger effect; GST-tagged Rac1 F28L mutant substrate | inhibition, % at 30 µM; hits with a dose series show IC50 in µM | 340,000 tested, 0.6% active;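 active means first-screen hits whose inhibition reached a set limit at any dose in the follow-up dose series; inconclusive means inhibition above the set first-screen limit but never retested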;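 further: fluorescence reports GDP produced by GAP-driven GTP hydrolysis; strong numbers were not always called active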
RSV CPE inhibition: RSV antiviral activity via CPE protection, HEp-2 cells, primary 10 µM value included (AID 2391). HEp-2 cells, RSV-induced CPE inhibition; higher % means a stronger effect. one-dose CPE inhibition, % at 10 µM; IC50 in µM for titrated hits. 310,000 tested, 0.13% active; in the data active means a potency from the dose series; inconclusive means CPE inhibition mostly from about 23% at the one dose, without a potency; inactive means the rest, 99 in 100 with CPE inhibition below about 21%; further: strong numbers were not always called active
NS5 inhibitors: flavivirus cap methylation enzyme inhibition – biochemical, confirmation dose response, primary screen (AID 588689). Dengue-2 NS5 methyltransferase capping enzyme assay, biochemical; higher % means a stronger effect. inhibition, % at 25 µM, or IC50 in µM where a hit was titrated. 340,000 tested, 0.3% active; in the data active means a potency from the dose series; inconclusive means inhibition above about 29% without an active follow-up result
NS5 inhibitors pilot replicate: recorded beside NS5 inhibitors, whose call it bears; inhibition, %; measured here: pilot screen replicate inhibition
Active calls of the source: *; ? = inconclusive; · = no result given; [ ] = another dose, or the depositor's remark.

SMILES	GPR55 LPI antagonism	SV40 large T antigen	GPR35 arrestin U2OS	PhoP inhibition	HIV fusion peptide	UTI89 phage lysis	Rac1 GTP hydrolysis	RSV CPE inhibition	NS5 inhibitors	others
COc1ccc(NC(=O)c2ccc(-c3ccc([N+](=O)[O-])cc3)o2)cc1OC	9%	12%	4%	-1%	1.7%	-0.1%	-5%	?	6%
Cc1nonc1C(=O)N/N=C/c1ccccc1	9%	0%	2%	1%	0.0%	-1.0%	7%	1.0%	-3%
CCn1cnnc1SCC(=O)c1c(N)n(C2CC2)c(=O)[nH]c1=O	·	·	·	·	·	0.8%[50 µM]	9%	0.6%	-4%
O=C(NCCCN=C1NS(=O)(=O)c2ccccc21)c1ccc(S(=O)(=O)N2CCCCC2)cc1	-3%	1%	8%	2%	-1.9%	-0.1%	3%	0.6%	4%
S=c1[nH]nc(COc2ccccc2)n1/N=C/c1ccccn1	2%	35%	-8%	-5%	1.9%	-0.1%	7%	-0.5%	-8%
O=C(CSc1nnc(Cn2cnc3ccccc32)o1)Nc1cccc2ccccc12	1%	2%	9%	-3%	-1.5%	-0.2%	7%	2.2%	-6%
COc1cccc(CNC(=O)c2ccc3c(c2)S(=O)(=O)N=C2CCCCCN23)c1	-9%	22%	-4%	6%	-1.1%	0.0%	2%	1.3%	-3%
COc1ccc(C(=O)Nc2ccccc2C(=O)O)cc1Cl	11%	14%	-13%	13%	9.2%	2.0%	-3%	4.9%	2%
O=C(CS(=O)(=O)Cc1ccccc1)NCC1CCCO1 (configuration not stated)	-2%	9%	7%	0%	-0.1%	0.2%	10%	0.0%	-4%
CN1OC(COC(=O)c2ccc(Cl)cc2)CC1c1ccccc1 (configuration not stated)	6%	6%	-9%	-5%	-0.1%	-0.2%	0%	4.1%	3%
COc1ccc(OCc2nnc(SCC(=O)NC3CC3)n2C)cc1	-2%	1%	12%	5%	2.2%	1.7%[50 µM]	2%	-0.4%	13%
COc1ccc(N2C(=O)/C(=C\c3ccco3)N=C2SCC(=O)NC(C)(C)C)cc1Cl	13%	18%	-3%	4%	37%	-0.7%[50 µM]	-4%	2.4%	3%
O=C(CC(c1ccccc1)c1ccccc1)Nc1ccc(Cl)cn1	1%	-1%	2%	-3%	0.7%	1.0%	14%	1.9%	0%
CCSc1nnc(NC(=O)C2CC(=O)N(Cc3ccccc3)C2)s1 (configuration not stated)	8%	12%	9%	-2%	-2.1%	0.1%	-9%	2.1%	-11%
Cc1onc(-c2ccccc2)c1C(=O)Nc1ccc2c(c1)OCCO2	3%	11%	-3%	1%	1.4%	5.2%	-3%	0.2%	-2%

By substructure: the compounds so far with two or more sulfur atoms
SMILES	GPR55 LPI antagonism	SV40 large T antigen	GPR35 arrestin U2OS	PhoP inhibition	HIV fusion peptide	UTI89 phage lysis	Rac1 GTP hydrolysis	RSV CPE inhibition	NS5 inhibitors	others
O=C(NCCCN=C1NS(=O)(=O)c2ccccc21)c1ccc(S(=O)(=O)N2CCCCC2)cc1	-3%	1%	8%	2%	-1.9%	-0.1%	3%	0.6%	4%
CCSc1nnc(NC(=O)C2CC(=O)N(Cc3ccccc3)C2)s1 (configuration not stated)	8%	12%	9%	-2%	-2.1%	0.1%	-9%	2.1%	-11%

Filtered by structure, the compounds so far with an NH in an aromatic ring.
SMILES	GPR55 LPI antagonism	SV40 large T antigen	GPR35 arrestin U2OS	PhoP inhibition	HIV fusion peptide	UTI89 phage lysis	Rac1 GTP hydrolysis	RSV CPE inhibition	NS5 inhibitors	others
CCn1cnnc1SCC(=O)c1c(N)n(C2CC2)c(=O)[nH]c1=O	·	·	·	·	·	0.8%[50 µM]	9%	0.6%	-4%
S=c1[nH]nc(COc2ccccc2)n1/N=C/c1ccccn1	2%	35%	-8%	-5%	1.9%	-0.1%	7%	-0.5%	-8%

Back to the main list; the three compounds before the break are reprinted first.
SMILES	GPR55 LPI antagonism	SV40 large T antigen	GPR35 arrestin U2OS	PhoP inhibition	HIV fusion peptide	UTI89 phage lysis	Rac1 GTP hydrolysis	RSV CPE inhibition	NS5 inhibitors	others
O=C(CC(c1ccccc1)c1ccccc1)Nc1ccc(Cl)cn1	1%	-1%	2%	-3%	0.7%	1.0%	14%	1.9%	0%
CCSc1nnc(NC(=O)C2CC(=O)N(Cc3ccccc3)C2)s1 (configuration not stated)	8%	12%	9%	-2%	-2.1%	0.1%	-9%	2.1%	-11%
Cc1onc(-c2ccccc2)c1C(=O)Nc1ccc2c(c1)OCCO2	3%	11%	-3%	1%	1.4%	5.2%	-3%	0.2%	-2%
O=C(O)C1CCN(S(=O)(=O)Cc2ccccc2)CC1	10%	11%	0%	-6%	-1.1%	1.3%[50 µM]	6%	1.4%	0%
CC1CCc2c(C(=O)Nc3cccc(-c4nn[nH]n4)c3)csc2C1 (configuration not stated)	12%	14%	1%	0%	58%	0.0%	10%	9.2%	3%
Cc1ccc(C)c(NC(=O)CSc2nnc(-c3ccncc3)n2N)c1	2%	22%	16%	-3%	-0.3%	0.2%	11%	1.9%	-4%	NS5 inhibitors pilot replicate=-2.4
Cn1cccc1/C=C1\SC(=S)N(NC(=O)c2ccccc2O)C1=O	-5%	9%	-4%	-4%	66%	-0.1%	-6%	-0.1%	-52%
O=C(NCC1OCCc2ccccc21)c1ccc(NC(=O)c2ccc(Cl)cc2Cl)cc1 (configuration not stated)	9%	-2%	2%	-4%	1.0%	0.2%	5%	7.4%	0%
CN(/N=C/c1ccc(Cl)cc1)c1ncc(Cl)cc1C(F)(F)F	-1%	5%	13%	-12%	0.0%	-0.5%	9%	·	3%
COc1ccc(OCCSc2ncn[nH]2)cc1	10%	1%	-15%	20%	0.1%	5.9%	0%	·	-3%
CCn1c(SCC(=O)N2CCN(c3ccccc3)CC2)nnc1-c1cc2cc(Cl)ccc2o1	8%	4%	-8%	23%	-1.2%	2.0%	18%	0.3%	0%
CC(C(=O)Nc1ccc2c(c1)OCCO2)n1nnc(-c2ccccc2)n1 (configuration not stated)	-1%	8%	0%	2%	2.9%	0.2%	10%	1.5%	3%
Cc1cccc(NC(=O)COC(=O)Cc2cccs2)c1C	·	0%	·	-6%	·	1.4%[50 µM]	3%	-2.2%	2%
Cc1ccc(SCc2noc(-c3c(C)noc3C)n2)cc1	8%	16%	-1%	·	1.0%	0.6%	5%	2.1%	-10%
O=C(Nc1ccccc1)c1cc(S(=O)(=O)N2CCOCC2)cs1	2%	7%	-2%	-7%	-2.1%	0.4%	10%	2.3%	-1%
O=C(Nc1ccc(NC(=O)c2cccs2)cc1)c1ccc(Br)o1	0%	2%	10%	-11%	2.0%	-0.1%	4%	1.9%	-3%
Cc1ccc(CN2CCN(Cc3c[nH]c4ccccc34)CC2CCO)o1 (configuration not stated)	9%	0%	9%	2%	1.8%	1.0%	3%	-0.4%	4%
COc1ccc(CNC(=O)C2=CC(c3ccc(OC)c(OC)c3)=NS(=O)(=O)N2C)cc1	4%	3%	-2%	·	-1.7%	5.3%	11%	1.4%	-3%
Cc1cccc(N(CC(=O)NCc2ccco2)C(=O)CCC(=O)Nc2ccccn2)c1	2%	8%	1%	8%	0.9%	0.4%	2%	·	-4%
Cc1cc(C)cc(N(CC(=O)Nc2cccc(C)n2)S(=O)(=O)c2c(C)noc2C)c1	2%	2%	9%	-11%	-0.7%	-6.5%	8%	13%	-8%
Cc1cc(C(=O)Nc2ccc(Br)cc2F)n(-c2ccccc2)n1	6%	3%	8%	4%	-1.3%	0.2%	5%	2.3%	-7%
Fc1cccc(CN2CCN(Cc3nc(-c4cnccn4)no3)CC2)c1	20%	32%	13%	2%	-1.4%	0.2%	6%	-2.5%	-5%
CCOC(=O)Cc1csc(SCC(=O)NC2CCS(=O)(=O)C2)n1 (configuration not stated)	·	·	·	·	·	1.1%[50 µM]	0%	1.5%	-7%
O=C(NCc1ccccn1)Nc1ccc(F)cc1	8%	0%	-1%	-7%	0.7%	-0.3%	8%	1.0%	-1%
COc1ccc(/C=C2\Oc3cc(OCC(=O)N4CCC(C(=O)O)CC4)ccc3C2=O)c(OC)c1OC	-8%	9%	-1%	-7%	3.4%	-4.0%	1%	0.9%	-1%
Cn1cc(CN2C[C@H]3CC[C@H]2C3)c(-c2ccccc2F)n1	8%	5%	1%	8%	1.3%	-0.4%	2%	0.2%	12%
O=C(NCCc1ccccc1)c1ccc(NC(=O)c2cccnc2)cc1	18%	3%	12%	0%	-2.0%	-0.1%	3%	18%	-1%	NS5 inhibitors pilot replicate=2.1
O=C(Nc1ccncc1)C1CCN(S(=O)(=O)c2ccc(Cl)cc2)CC1	·	15%	·	-1%	·	1.2%[50 µM]	2%	6.9%	1%
Cc1cc(Cl)ccc1OCC(=O)N(Cc1cccs1)C1CCS(=O)(=O)C1 (configuration not stated)	11%	7%	2%	1%	0.6%	-0.2%	-3%	1.6%	-4%
Cc1nc(N)nc(Nc2ccc(Cl)cc2)c1Br	0%	1%	2%	5%	-5.0%	0.3%	8%	?	9%
Cc1ccc(S(=O)(=O)N(C)C)cc1NC(=O)c1ccc(-n2cncn2)c([N+](=O)[O-])c1	·	·	·	·	·	0.8%[50 µM]	5%	1.5%	-1%
COc1ccc(-n2c(SCC(=O)OC(C)C)nnc2-c2ccccn2)cc1	-11%	15%	-3%	12%	-1.7%	0.8%	7%	0.5%	1%	NS5 inhibitors pilot replicate=3.0
COC(=O)CSc1nc(N)c(C#N)c(-c2ccco2)c1C#N	21%	2%	-4%	2%	2.1%	0.3%	12%	1.8%	2%
C/C(=N\Nc1nc(C)cc(C)n1)c1ccc(C)o1	0%	-1%	-5%	-5%	-1.1%	·	·	0.8%	·
Cc1c(NS(=O)(=O)c2ccc3[nH]c(=O)[nH]c3c2)c(=O)n(-c2ccccc2)n1C	-10%	17%	0%	2%	0.3%	1.2%	1%	-0.3%	-2%

Screening data as filed in PubChem BioAssay.
